S100A4 MyoIIA: S100A4-myosin IIA interaction inhibition; P26447; S100A4/TAMRA-MyoIIA peptide fluorescence polarization; inhibition, % at 10.7 µM; 360,000 tested, 0.14% active;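 active = mean inhibition of at least 70% across replicates, with every replicate also reaching that level; inconclusive = mean inhibition reaches 70% but some replicates fall short; inactive = mean inhibition below 70%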
Target sequence (P26447 whole entry, looked up): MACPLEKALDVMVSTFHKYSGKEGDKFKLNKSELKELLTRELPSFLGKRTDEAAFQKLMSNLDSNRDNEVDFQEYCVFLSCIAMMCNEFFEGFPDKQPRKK
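Test system: S100A4 monomer protein. Medium: HEPES buffer with Ca2+, pH 7.2. Reagent: fluorescent myosin IIA peptide, 5 nM. Compound dosing: single-point compound testing. Timing: 5 min between mix addition and reading. Benchmarks: DMSO neutral and TFP positive wells.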
CASP6 VEID inh: caspase-6 (human) enzyme inhibition; purified caspase-6, Z-VEID-R110 cleavage fluorescence; inhibition, % at 12.5 µM; 350,000 tested, 0.53% active;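 active = mean inhibition across replicates at least about 35%, with every replicate also reaching that limit, limit read from the data; inconclusive = only one of the two criteria met; inactive = neither criterion met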;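 note: 0% = median of neutral control wells and 100% = no fluorescence left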
Target sequence (P55212 24-179 limits assumed): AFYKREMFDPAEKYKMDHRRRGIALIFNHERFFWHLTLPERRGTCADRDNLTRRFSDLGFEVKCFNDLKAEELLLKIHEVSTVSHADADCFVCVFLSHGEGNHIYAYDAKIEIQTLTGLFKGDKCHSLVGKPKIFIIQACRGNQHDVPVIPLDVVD
Target sequence (P55212 194-293 limits assumed): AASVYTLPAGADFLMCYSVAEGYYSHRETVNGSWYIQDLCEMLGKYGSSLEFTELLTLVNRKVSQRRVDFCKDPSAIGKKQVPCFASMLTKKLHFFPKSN
LGR2 antag: inhibitors of bursicon-induced Drosophila LGR2 receptor cAMP signaling | inhibition, % at 9.99 µM | AID 720647 | HEK293 LGR2, CRE-luciferase, bursicon-stimulated, 4 h | 380,000 tested, 0.35% active;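 active = drop in luminescence signal, shown as inhibition above about 50% in the replicate tests, limit read from the data, passing the limit was not always enough; inconclusive = probably only some replicates passing the limit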;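 note: agonist challenge used bursicon conditioned medium at about half maximal strength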
FN deposition inh: fibronectin deposition inhibition. AH1F fibroblasts, Alexa488-fibronectin deposition fluorescence, overnight. AID 743247. inhibition, % at 12.6 µM. 350,000 tested, 0.086% active;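 active = mean inhibition across replicates of 30% or more, regardless of how many single replicates reach that level; inconclusive = mean under 30% yet at least half of replicates reach 30%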;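 note: positive control wells lacked labelled fibronectin entirely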
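Assay system: AH1F fibroblasts / Quantity: 10000 cells per well / Medium: DMEM plus 2% serum, read in PBS / Reagent: labelled fibronectin 24 nM / Dosing: single dose, pinned / Times: 1 h cell attachment, overnight exposure to compound and label / Signal: fluorescence, ex 485 nm, em 525 nm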
SIRT5 inh: sirtuin-5 (human) deacylase inhibition | Q9NXA8 | Purified SirT5, succinyl-peptide AMC, trypsin-coupled fluorescence | inhibition, % at 15 µM | 330,000 tested, 1.1% active; in the data active = inhibition above about 15%; inconclusive = no clear call, values can overlap the other calls
Target sequence (Q9NXA8 whole entry, looked up): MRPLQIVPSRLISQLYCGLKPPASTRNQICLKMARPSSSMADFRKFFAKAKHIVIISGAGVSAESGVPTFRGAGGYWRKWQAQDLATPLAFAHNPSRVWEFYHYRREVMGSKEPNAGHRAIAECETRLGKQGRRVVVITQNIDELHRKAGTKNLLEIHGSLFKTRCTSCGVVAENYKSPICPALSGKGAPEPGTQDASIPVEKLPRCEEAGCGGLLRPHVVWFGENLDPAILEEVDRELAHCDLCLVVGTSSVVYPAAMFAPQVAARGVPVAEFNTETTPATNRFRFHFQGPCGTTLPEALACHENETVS
Statin myotox sup: suppression of simvastatin myotoxicity; C2C12 myotubes + simvastatin, ATP luminescence, 48 h; scaled: DMSO 0, geranylgeraniol control 100; rescue of ATP level, % at 7.49 µM; 330,000 tested, 0.78% active; AID 602340;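 active = mean ATP rescue above about 67%, or every replicate alone reaching that limit, limit read from the data, passing the limit was not always enough; inconclusive = no clear call, values can overlap the other calls; inactive = mean under the limit and some replicate under it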;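 note: myotubes were challenged with 10 µM simvastatin during compound exposure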
esBAF inh: SWI/SNF esBAF complex inhibition; mouse ES cells, Bmi1-luciferase knock-in reporter, 24 h; 100% = twice the neutral-well signal; reporter increase, % at 12.5 µM; 350,000 tested, 2% active; AID 602393; in the data active = activation above about 40%; inconclusive = no clear call, values can overlap the other calls;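 note: 0% = median of the plate's neutral control wells and 100% = double that signal; a rise in the Bmi1 reporter signal indicates esBAF inhibition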
An asterisk follows results filed as active; ? = inconclusive; / = no result given; & = joins results of further samples. An excerpt; rates above refer to the full screens.

Values run as follows: S100A4 MyoIIA, CASP6 VEID inh, LGR2 antag, FN deposition inh, SIRT5 inh, Statin myotox sup, esBAF inh
1: O=C1CC(c2nc3ccccc3[nH]2)CN1c1ccccc1F (stereo not given)
    10, 0, 11, 0, 0, -18, 3
2: O=C(C[C@@H]1CC[C@H]2[C@@H](COC[C@H](O)CN2Cc2ccncc2)O1)NCc1ccncc1
    6, 1, -2, 0, -5, -7, -9
3: C[C@@H]1CN([C@H](C)CO)S(=O)(=O)c2ccc(C3=CCCC3)cc2O[C@@H]1CN(C)Cc1ccccc1
    3, -1, 20, /, 10, -24, 1
4: CC(/C=C/c1ccco1)=N/NC(=O)C1COc2ccccc2O1 (stereo not given)
    -3, 6, 9, -1, -3, -9, -3
5: COc1ccc2c3c([nH]c2c1)[C@H](CO)N(C(=O)Nc1ccc(F)cc1)CC31CCN(C(=O)c2ccccn2)CC1
    2, 1, 2, /, -2, /, /
6: CCCCCCCCN1C(=O)[C@H](CC(=O)NCc2cccs2)C[C@@]2(C(=O)OC)CC(C)(C)CC=C12
    -1, 1, 2, 4, 2, /, /
7: CCCn1c(N)c(N(CCOC)C(=O)c2cccc(S(=O)(=O)N3CCCc4ccccc43)c2)c(=O)[nH]c1=O
    2, 2, 3, 1, -2, -5, 3
8: O=c1c2c(nc3cc(-c4ccccc4)[nH]n13)CCC2
    /, /, 8, /, /, -21, 25
9: Cc1ccc(S(=O)(=O)N(C)C[C@H]2Oc3ccc(NS(=O)(=O)c4ccc(F)cc4)cc3C(=O)N([C@H](C)CO)C[C@H]2C)cc1
    /, /, -4, /, /, -8, 1
10: CC(C)c1ccc(N(CC(=O)NCc2ccco2)C(=O)CCC(=O)Nc2ccccn2)cc1
    5, 5, 4, -8, -2, -54, 8
11: COc1cccc(S(=O)(=O)Nc2ccc3c(c2)[C@H]2C[C@@H](CC(=O)NCc4ccc(Cl)cc4)O[C@@H](CO)[C@H]2O3)c1
    5, 2, 5, /, 0, -45, 13
12: CCN(CC)C(=O)[C@H]1CC(CC(=O)NCCCN(C)C)C(=O)N2CCc3c([nH]c4ccc(OC)cc34)[C@]12C (stereo not given in full)
    -7, 10, -22, 7, -5, -1, -1
13: O=[N+]([O-])c1ccc(N2CCN(c3ccccc3O)CC2)cc1
    0, 4, 13, -1, 3, 12, 9
14: CN(C(=O)c1cn2ccccc2n1)c1c(N)n(Cc2ccccc2)c(=O)[nH]c1=O
    0, -5, 12, -5, 0, /, /
15: COCC(=O)NC[C@@H]1[C@H](c2ccc(C3=CCCC3)cc2)[C@H](CO)N1C(C)=O
    1, 1, -21, 4, 0, -6, 3

Compounds shown so far containing fluorine (three):
Values run as follows: S100A4 MyoIIA, CASP6 VEID inh, LGR2 antag, FN deposition inh, SIRT5 inh, Statin myotox sup, esBAF inh
1: O=C1CC(c2nc3ccccc3[nH]2)CN1c1ccccc1F (stereo not given)
    10, 0, 11, 0, 0, -18, 3
5: COc1ccc2c3c([nH]c2c1)[C@H](CO)N(C(=O)Nc1ccc(F)cc1)CC31CCN(C(=O)c2ccccn2)CC1
    2, 1, 2, /, -2, /, /
9: Cc1ccc(S(=O)(=O)N(C)C[C@H]2Oc3ccc(NS(=O)(=O)c4ccc(F)cc4)cc3C(=O)N([C@H](C)CO)C[C@H]2C)cc1
    /, /, -4, /, /, -8, 1

Other structures follow.
Values run as follows: S100A4 MyoIIA, CASP6 VEID inh, LGR2 antag, FN deposition inh, SIRT5 inh, Statin myotox sup, esBAF inh
16: CC(C)CC#Cc1ccc2c(c1)O[C@@H](CN(C)C(=O)Cc1ccccc1)[C@H](C)CN([C@@H](C)CO)S2(=O)=O
    1, 0, -18, -10, 0, -43, -2
17: COc1cc(N=CC2=C(O)c3ccccc3C2=O)cc(OC)c1
    2, -1, 6, 5, 1, -8, 43*
18: COC(=O)c1ccc(NC(=O)c2c(C(=O)Nc3ccccc3)sc3nc(C)cc(=O)n23)cc1
    30, -4, /, 3, 2, /, /
19: CNc1nc(SC)nc(N(C)C#N)n1
    2, 0, -14, -1, 7, /, /
20: Oc1ccc(Br)cc1C=Nc1cccn2cc(-c3ccccc3)nc12
    2, 1, -4, -1, -2, /, /
21: Nc1ccn([C@@H]2O[C@H](C(=O)Nc3ccc(Oc4ccccc4)nc3)[C@@H](O)[C@H]2O)c(=O)n1
    -3, -1, 1, -7, -3, -4, -5
22: CN(CC(=O)Nc1ccc(OC(F)(F)F)cc1)C(=O)c1ccccc1SCC(=O)N1CCCC1
    -2, 81*, 4, -8, -1, -9, -6
23: O=C(CSc1n[nH]c(=O)n1Cc1ccco1)c1ccc(F)cc1
    18, -6, 17, 11, -9, /, /
24: NC(=O)C1CCN(C(=O)c2ccc3c(=O)n(Cc4ccco4)c(SCc4ccc([N+](=O)[O-])cc4)nc3c2)CC1
    -2, 1, 13, 4, -2, -2, 5
25: COc1cccc(N2CCN(C(=O)CC(C)(C)CC3=NS(=O)(=O)c4ccccc4N3)CC2)c1
    0, -1, -3, 4, 1, -44, 7
26: COc1ccc(NC(=O)N/C=C/c2ccco2)cc1
    -3, 24, 4, 10, 1, 4, 4
27: NC(=O)Cn1nc(-c2ccccc2)nc1-c1ccccc1
    -10, 1, 1, -2, -5, /, /
28: C[C@H]1CN([C@@H](C)CO)C(=O)CCCn2cc(nn2)CO[C@@H]1CN(C)S(=O)(=O)c1ccc2ccccc2c1
    ?, -2&-2, 4, 1&11, -2&8, 3&21, -1&-3
29: COc1ccc(NC(=O)COc2cc(C)cc(C)c2)cc1S(=O)(=O)N1CCCCC1
    -5, 7, 10, -1, -2, 7, 7
30: COc1ccc(C(=O)Nc2c(C)cc(C)cc2C)cc1OC
    6, 1, -11, 1, -2, 13, 1

Values run as follows: S100A4 MyoIIA, CASP6 VEID inh, LGR2 antag, FN deposition inh, SIRT5 inh, Statin myotox sup, esBAF inh
31: Cc1ccc2c(c1)CCCN2CC(=O)Nc1cccc(S(=O)(=O)N2CCCC2)c1
    -2, 3, 4, -7, 2, 1, 4
32: O=C(CCN1C(=O)COc2ccccc21)NCCN1CCOCC1
    -2, 4, -7, /, -3, -2, -3
33: C[C@@H]1CN([C@@H](C)CO)C(=O)c2cc(C#CCN(C)C)cnc2O[C@H]1CN(C)C
    -15, -3, 24, -1, 5, 4, 0
34: CCC(CC)NC(=O)c1cccc(NC(=O)C(C)C)c1
    6, 1, -20, -66, -3, -5, -4
35: CN1CCN(C(=O)C2CCCCC2C(=O)O)CC1 (stereo not given)
    -2, -4, -21, 14, /, 7, 9
36: COc1ccc(OC)c(-c2cc(C(=O)Nc3c(C)nn(Cc4ccc(Cl)cc4)c3C)no2)c1
    /, /, -3, 5, /, 1, 5
37: COc1ccc(NC(=O)N(C)C[C@@H]2Oc3ccc(NC(=O)Cc4cn(C)c5ccccc45)cc3CC(=O)N([C@@H](C)CO)C[C@H]2C)cc1
    -10, -5, -13, /, 2, -16, 4
38: CNC(=O)C[C@@H]1CC[C@H]2[C@@H](COc3ccc(NC(=O)Nc4ccccc4F)cc3C(=O)N2C)O1
    4, 6, -11, -6, -8, 5, -1
39: C=C(C)Cn1cnc2c(oc3nc4c(cc32)CCCC4)c1=O
    -9, -3, -66, 2, 0, -20, 39
40: O=C(c1cccn2c(=O)c3ccc(Cl)cc3nc12)N1CCN(Cc2ccc3c(c2)OCO3)CC1
    -6, 5, -11, /, -3, -26, -7
41: COC(=O)C(C#N)C(c1cccnc1)c1c(C)[nH][nH]c1=O (stereo not given)
    -1, -1, -11, /, 1, 14, -2
42: O=C(CCc1ccc(S(=O)(=O)N2CCOCC2)cc1)N1CCc2ccccc2C1
    -1, 1, 16, -10, 0, -1, -5
43: CC(C)NC(=O)N(C)C[C@H]1Oc2ccc(NS(=O)(=O)c3cn(C)cn3)cc2C(=O)N([C@@H](C)CO)C[C@H]1C
    10, 0, -8, 16, -3, /, -2
44: CC1Cc2nc(SCC(=O)NCCc3ccccc3)n(C)c(=O)c2S1 (stereo not given)
    2, 2, 8, 1, -1, -4, 7
45: O=C1CN(Cc2ccccc2)C[C@H]2[C@@H](c3ccc(-c4cccnc4)cc3)[C@H](CO)N12
    10, 1, 12, /, 3, /, /
46: CC(C)C(=O)NC(c1ccccc1Cl)c1c(O)ccc2ccccc12 (stereo not given)
    -1, 3, 22, /, -5, /, /
47: FC(F)(F)c1ccc(CN2C[C@@H]3C(c4ccccc4)C4(c5cccnc5)CC3(C4)[C@H]2c2ccccc2)cc1 (stereo not given in full)
    -3, -3, 23, 9, -2, -14, -5
48: Cc1ccccc1C(=O)Nc1ccnn1C1CCN(C(=O)C2CCOC2)CC1 (stereo not given)
    -8, 1, -5, /, -5, -2, -8

Full records, looked up by structure:
Results for O=C1CN(Cc2ccccc2)C[C@H]2[C@@H](c3ccc(-c4cccnc4)cc3)[C@H](CO)N12 = S100A4 MyoIIA: 10; CASP6 VEID inh: 1; LGR2 antag: 12; FN deposition inh: /; SIRT5 inh: 3; Statin myotox sup: /; esBAF inh: /
Results for C=C(C)Cn1cnc2c(oc3nc4c(cc32)CCCC4)c1=O = S100A4 MyoIIA: -9; CASP6 VEID inh: -3; LGR2 antag: -66; FN deposition inh: 2; SIRT5 inh: 0; Statin myotox sup: -20; esBAF inh: 39
Results for CC1Cc2nc(SCC(=O)NCCc3ccccc3)n(C)c(=O)c2S1 (stereo not given) = S100A4 MyoIIA: 2; CASP6 VEID inh: 2; LGR2 antag: 8; FN deposition inh: 1; SIRT5 inh: -1; Statin myotox sup: -4; esBAF inh: 7
